Assay outcomes deposited in PubChem BioAssay by National Center for Advancing Translational Sciences (NCATS).
PI5P4Ka inh: PI5P4K alpha (human) kinase inhibition; P48426; PI5P4Kalpha enzyme, ADP-Glo luminescence, 60 min; hits give low values; max response, %; 330,000 tested, 1.2% active; AID 652105; active = max response of -50% or lower; inconclusive = between -30% and -50%; inactive = -30% or higher; note: value at the top dose of about 77 µM; % is set by controls: 0 for no effect and ±100 for the full control effect
Target sequence (P48426 whole entry, looked up): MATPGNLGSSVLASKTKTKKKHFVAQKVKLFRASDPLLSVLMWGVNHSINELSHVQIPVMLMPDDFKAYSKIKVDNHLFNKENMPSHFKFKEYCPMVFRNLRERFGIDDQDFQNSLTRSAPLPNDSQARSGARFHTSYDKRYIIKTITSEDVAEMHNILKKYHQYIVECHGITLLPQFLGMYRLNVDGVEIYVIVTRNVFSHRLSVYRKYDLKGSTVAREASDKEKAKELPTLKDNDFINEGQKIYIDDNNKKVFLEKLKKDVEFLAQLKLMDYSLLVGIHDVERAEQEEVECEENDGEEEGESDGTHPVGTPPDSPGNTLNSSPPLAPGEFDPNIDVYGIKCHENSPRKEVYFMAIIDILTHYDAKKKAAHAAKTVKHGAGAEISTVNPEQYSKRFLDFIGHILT
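Controls without substrate or without enzyme flank wells where PI5P4Kalpha converts substrate using 5 microM ATP (final). Incubation lasts 60 minutes at room temperature; ADP formed is read by ADP-Glo luminescence.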
Abeta rescue: restores growth of yeast expressing A-beta42 peptide; yeast expressing A-beta42, growth rescue, OD600, 48 h; response scale: 0% DMSO, 100% iron-clioquinol control; Potency, µM (series often up to 46.1 µM), inactives show top-dose growth rescue, actives largely listed as activators; 410,000 tested, 0.063% active; note: potency is the fitted concentration of half-maximal effect; nearly all actives have a fitted effect of over 55% in size
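Yeast A-beta toxicity model in growth medium with pinned compounds, 48 h at 30 C; growth read as absorbance at 600 nm. Normalized to FeCl3/clioquinol equimolar mix (positive) and DMSO (negative).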
FUS yeast rescue: FUS proteinopathy suppression in yeast | S. cerevisiae FUS-expressing, growth rescue, OD600, 24 h | Potency, µM (top dose mostly 76.6 µM), inactives show at the highest dose growth rescue (activation), actives largely listed as activators | 390,000 tested, 0.24% active | AID 1347120;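 note: potency is the fitted concentration of half-maximal effect; plate controls were DMSO vehicle for no effect and reference control for full effect; nearly all actives have a fitted effect of over 55% in size; some results filed as inactive show a strong effect at the top dose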
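Yeast expressing FUS under galactose induction, OD 0.005 in 2% galactose medium; compounds in a dilution series, 24 h at 30C. Growth rescue by absorbance at 600 nm; CP55940 positive control, DMSO negative.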
PLK1 PBD inh: blocks phosphopeptide binding to human PLK1 polo-box domain; P53350; Plk1 PBD binding of FITC phosphopeptide, fluorescence polarization; Potency, µM, without a hit: max response, negative = inhibition, hits mostly inhibitors; 360,000 tested, 2.8% active; AID 720504; note: potency is the fitted concentration of half-maximal effect; series mostly up to about 57 µM; % is set by controls: 0 for no effect and ±100 for the full control effect; nearly all actives have a fitted effect of over 65% in size
Target sequence (P53350 whole entry, looked up, the tested form may be a part): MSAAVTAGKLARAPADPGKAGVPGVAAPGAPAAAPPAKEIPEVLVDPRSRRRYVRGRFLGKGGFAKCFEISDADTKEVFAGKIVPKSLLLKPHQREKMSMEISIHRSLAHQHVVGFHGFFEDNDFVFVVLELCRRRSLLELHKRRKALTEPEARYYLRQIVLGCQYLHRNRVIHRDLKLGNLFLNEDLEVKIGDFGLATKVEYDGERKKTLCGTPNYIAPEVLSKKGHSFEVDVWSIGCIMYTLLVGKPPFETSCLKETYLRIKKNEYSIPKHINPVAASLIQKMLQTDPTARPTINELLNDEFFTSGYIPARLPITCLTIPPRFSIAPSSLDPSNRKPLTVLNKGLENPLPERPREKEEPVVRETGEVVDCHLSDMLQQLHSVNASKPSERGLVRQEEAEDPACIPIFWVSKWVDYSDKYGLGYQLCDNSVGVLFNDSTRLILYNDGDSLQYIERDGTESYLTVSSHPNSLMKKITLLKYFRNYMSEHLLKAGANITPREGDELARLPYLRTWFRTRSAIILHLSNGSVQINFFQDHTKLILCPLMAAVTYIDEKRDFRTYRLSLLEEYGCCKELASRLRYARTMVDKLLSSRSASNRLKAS
IL-2 act: IL-2 activation. activation, % (series mostly up to about 46 µM). IL-2 activation reporter assay, cell-based qHTS; stimulated with anti-CD3/CD4/CD28 beads; in transgenic mouse T cells. 360,000 tested, 0.065% active; in the data active = activation above about 50%; inconclusive = mostly about 30% to 49%; note: 0% is about no effect
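Using fluorescent plate cytometry, EGFP and DsRed are detected in transgenic mouse T cells stimulated 18 h at 37 degrees C with antibody-coated beads after 60 min compound pretreatment.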
WRN helicase inh: WRN helicase (human) inhibition; WRN helicase unwinding, fluorescent forked duplex, kinetic; Potency, µM (doses to about 114 µM), inactives show at the highest dose activity change, negative = inhibition, actives largely listed as inhibitors; AID 651768; 360,000 tested, 0.46% active; note: potency is the fitted concentration of half-maximal effect; % is set by controls: 0 for no effect and ±100 for the full control effect; nearly all actives have a fitted effect of over 55% in size
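WRN at 20 nM final preincubated with compound 15 min at room temperature; reaction started with 100 nM fluorophore/quencher forked duplex oligonucleotide and 2 mM ATP final. Unwinding followed kinetically by red fluorescence (ex 525, em 598 nm).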
EPAC1 antag: EPAC1 (human) antagonism. O95398. EPAC1 GEF assay, Rap1b-BODIPY-GDP exchange fluorescence. Potency, µM (titrated, usually from 115 µM), for inactives: top-dose activity change, negative = inhibition, actives largely listed as inhibitors. 360,000 tested, 0.14% active. AID 720709;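 note: potency is the fitted concentration of half-maximal effect; plate controls were vehicle for no effect and positive control for full effect; nearly all actives have a fitted effect of over 50% in size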
EPAC1 ag: activates human EPAC1 exchange factor; Potency, µM (titrated, usually from 154 µM), without a hit: at the highest dose activation, usual class: activators; AID 720707; EPAC1 agonist qHTS, biochemical assay; response scale: 100% = response to 6.5 mM cAMP; 360,000 tested, 0.073% active; note: potency is the fitted concentration of half-maximal effect; nearly all actives have a fitted effect of over 60% in size
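Normalized to 6.5 mM cAMP, activity reflects EPAC1-catalysed release of BODIPY-GDP from Rap1B, followed kinetically over 30 min at 480 nm excitation, 540 nm emission. Reaction contained 100 nM EPAC1, 250 nM Rap1B-BODIPY-GDP, 50 uM GDP.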
An asterisk follows results filed as active; ? = inconclusive; . = not tested or not shown; & = joins results of further samples; [ ] = another dose, or the depositor's remark. Unless noted, calls come from the whole dose curve; as a rule, active = well fitted curve in the direction sought with a large enough effect; inconclusive = small, poorly fitted or top-dose-only effect, or another doubt; inactive = no such curve, though single readings can be large; an effect the other way counts as inactive or inconclusive.

SMILES	PI5P4Ka inh	Abeta rescue	FUS yeast rescue	PLK1 PBD inh	IL-2 act	WRN helicase inh	EPAC1 antag	EPAC1 ag
COC(=O)[C@]12CCCCC=C1N(Cc1ccc(Cl)cc1Cl)C(=O)[C@H](CC(=O)NCc1cccs1)C2	13	2%	?	-8%	-0.3	-1%	-24%	22%
Cc1nn(-c2ccccc2)c2nc(Cl)c(C(=O)O)cc12	-5	-23%	-17%	2%	-0.5	-7%	-13%	-2%
COc1ccc(NC(=O)CNC(=O)CC23CC4CC(CC(C4)C2)C3)c(OC)c1	6	14%	24%	2%	-0.1	-6%	-11%	7%
CCS(=O)(=O)N1CCC(C(=O)N2CCN(Cc3ccccc3)CC2)CC1	-11	-19%	2%	-28%	0.9	7%	11%	13%
CS(=O)(=O)Nc1ccc(C(=O)NCC2CCCO2)cc1 (stereo not drawn)	-1	-8%	-6%	-2%	0.5	3%	12%	4%
Nn1c(CN2CCCCC2)nc2ccccc2c1=O	.	6%	5%	-1%	-0.7	5%	7%	-6%
CCN(CC)S(=O)(=O)c1cc(C(=O)Nc2cc(C)[nH]n2)ccc1Cl	8	-11%	-23%	4%	-3.7	-5%	-12%	-14%
COc1cc2c(cc1OC)-c1cc(Nc3ccc4c(c3)OCCO4)nc(=O)n1CC2	-25	-19%	34%	?	-2.2	?	-10%	-1%
CCOC(=O)C1(C)CCCN(C(=O)c2ccc(OC(F)F)cc2)C1 (stereo not drawn)	4	-1%	-7%	-2%	0.0	2%	-1%	2%
Cc1ccccc1CC(=O)Nc1ccc2c(c1)CCC2	-6	14%	-23%	-7%	-0.8	5%	-2%	-3%
CCn1c2ccccc2c2cc(NC(=S)N3CCOCC3)ccc21	7	-16%	.	-6%	-5.8	-14%	-23%	-3%
Cc1ccc(N(CC(=O)NCc2ccc(F)cc2)S(=O)(=O)c2cccs2)cc1	.	12%	-7%	-9%	-2.4	-6%	12%	2%
CCCCNC(=O)c1cccnc1SCC(=O)Nc1ccccc1OC	-4	16%	11%	5%	-0.3	-23%[57.1 µM]	6%	0%
Cc1ccc(CN2CCN(C(=O)C3CCC3)CC2)cc1	.	12%	10%	2%	-3.0	1%	3%	8%
NNC(=O)[C@H]1C[C@@H]1c1ccccc1	7	-22%	-32%	-4%	1.5	-6%	-5%	-6%

In the list so far, three have a Cl atom.
SMILES	PI5P4Ka inh	Abeta rescue	FUS yeast rescue	PLK1 PBD inh	IL-2 act	WRN helicase inh	EPAC1 antag	EPAC1 ag
COC(=O)[C@]12CCCCC=C1N(Cc1ccc(Cl)cc1Cl)C(=O)[C@H](CC(=O)NCc1cccs1)C2	13	2%	?	-8%	-0.3	-1%	-24%	22%
Cc1nn(-c2ccccc2)c2nc(Cl)c(C(=O)O)cc12	-5	-23%	-17%	2%	-0.5	-7%	-13%	-2%
CCN(CC)S(=O)(=O)c1cc(C(=O)Nc2cc(C)[nH]n2)ccc1Cl	8	-11%	-23%	4%	-3.7	-5%	-12%	-14%

Further results:
SMILES	PI5P4Ka inh	Abeta rescue	FUS yeast rescue	PLK1 PBD inh	IL-2 act	WRN helicase inh	EPAC1 antag	EPAC1 ag
CC(C)(C)OC(=O)N1CCN(C(=O)Nc2ccc3c(c2)OCCO3)CC1	-5	3%	9%	-15%	1.0	1%	-5%	-1%
CC(C)N(C)C(=O)c1ccc(OC2CCN(CCc3ccccc3)CC2)cc1	-9	.	-2%	1%	2.4	6%	-20%	-2%
COc1cc(C)c(S(=O)(=O)n2c([N+](=O)[O-])cnc2C)cc1C	-5	-2%	16%	-20%	0.8	-8%	3%	-2%
O=C1C2CCCN2C(c2cccc(Br)c2)N1c1ccc(F)cc1 (stereo not drawn)	1	-5%	-10%	-11%	-2.4	0%	-22%	3%
CC1(C)COC(c2cccn2Cc2ccccc2Cl)=N1	.	9%	26%	-5%	-0.8	-2%	-17%	13%
CC(NC(=O)CN(Cc1ccccc1)S(=O)(=O)c1ccccc1)c1cccnc1 (stereo not drawn)	2	-6%	.	-13%	0.0	2%	-4%	-7%
CCCN1C2CCCC1CC(NC(=S)NCCCOCC)C2 (stereo not drawn)	8	1%	-16%	3%	-2.6	-17%	2%	-11%
O=C1c2cccnc2C(=O)N1Cc1ccc(S(=O)(=O)N2CCOc3ccccc32)cc1	2	-4%	?	-1%	-0.5	7%	-12%	-13%
O=[N+]([O-])c1ccc2c(c1Nc1ccccc1)=NC1(CCCCC1)N=2	-3	-3%	9%	-20%	-0.3	1%	7%	8%
CC(=O)N1c2ccccc2CCc2ccc(N)cc21	-6	3%	22%	-13%	-0.1	-35%	-3%	9%
COC(=O)c1cc2c(C(F)(F)F)nn(C)c2s1	12	14%	-12%	-6%	0.1	-31%	2%	-2%
Nc1nc(-c2ccc3c(c2)OCCO3)c(CC(=O)O)s1	-10	3%	23%	-14%	0.4	-30%	2%	-2%
CCOC(=O)[C@@H]1[C@H]2COc3ccc(Br)cc3[C@H]2N2C(=O)N(c3ccc(Cl)cc3)C(=O)[C@@]12C	19	-16%	38%	5%	-0.1	-1%	0%	7%
CC(=O)N(C(C)=O)c1ccc2c(c1)OCCO2	-2	14%	-7%	0%	-1.2	-5%	?	3%
CCOC(=O)[C@H]1[C@H]2COc3cc(OC)ccc3[C@@H]2N2C(=O)CN(Cc3ccc(OC)cc3)C(=O)[C@@]12C	7	6%	?	-1%	-0.1	-5%	-6%	10%
CCCn1nnnc1NCc1cc(Br)ccc1OC	-2	5%	29%	9%	-0.7	-1%	-4%	-17%
CC1(C)CC(=O)C(=Cc2cn(-c3ccccc3)nc2-c2ccc(Cl)cc2)C(=O)C1	-21	15%	7%	1.2µM*	0.3	-12%	0%	9%
CCc1nc(Nc2ccc3nccnc3c2)c2oc3ccccc3c2n1	.	-11%	11%	-7%	-1.9	-8%	-4%	4%
O=C(NCCOc1ccccc1)c1ccc2c(c1)S(=O)(=O)c1cc(Cl)ccc1C2=O	-4	3%	-18%	-5%	-0.5	-7%	-7%	4%
Cc1[nH]c2ccccc2c1SCc1ccccc1	23	?	24%	-2%	-2.2	-5%	-27%	2%
CCCCN(CCCC)C(=S)NC(=O)c1ccccc1Cl	-3	-21%	.	8%	-2.3	3%	-10%	-10%
CC(=O)N(CCC1(c2ccc(C)cc2)CCOC(C(C)C)C1)Cc1ccco1 (stereo not drawn)	6	1%	41%	-19%	0.5	4%	1%	2%
COc1ccc(C)cc1C(=O)CCC(=O)NC1CCCCC1	1	11%	6%	-8%	-1.1	1%[57.1 µM]	-12%	7%
Cc1ccc(C)c(OCCC(=O)OCC(=O)NCCNC(=O)COC(=O)CCOc2cc(C)ccc2C)c1	19	3%	31%	0%	-0.2	-6%	-15%	-11%
CCN(CC)S(=O)(=O)c1ccc(N2CC(C(=O)NCCc3ccc(Cl)cc3)CC2=O)cc1 (stereo not drawn)	-5	2%	30%	5%	1.4	0%	-15%	-12%
CCCC(CCC)C(=O)O	-2&2	-5%&-8%	-26%&-17%	-13%&-4%	0.3&0.0	1%&-4%	-2%&-8%	1%&3%
S=C(NCCN1CCOCC1)Nc1ccc(Cl)cc1	-2	1%	-4%	2%	-0.9	0%[57.1 µM]	-11%	-9%
CC(C)(C)OC(=O)N1CCC[C@H]1C(=O)Nc1ccc(S(=O)(=O)C(F)F)cc1	5	9%	-10%	-5%	-0.1	-8%	-3%	6%
Cc1ccc(C)c(NC(=O)COC(=O)CNC(=O)C2CCCCC2)c1	4	3%	5%	-4%	-0.4	-21%	-4%	-2%
O=C(COC(=O)c1cc([N+](=O)[O-])ccc1N1CCOCC1)Nc1c(Cl)cccc1C(F)(F)F	5	-2%	-1%	-3%	-1.8	-27%	9%	-2%
Cn1cc(CNCc2cn[nH]c2-c2ccc(F)cc2)c(-c2ccc3c(c2)OCCO3)n1	3	1%	10%	-2%	0.7	-2%	9%	14%
COc1ccc(S(=O)(=O)N2CCCN(S(=O)(=O)c3ccc(OC)cc3C)CC2)c(C)c1	.	0%	-5%	-6%	-2.0	-4%[57.1 µM]	4%	2%
N#Cc1ccc(-c2ccc3c(c2)OCO3)nc1SCC(=O)OCc1ccccc1	4	21%	3%	-8%	1.0	-14%	0%	1%
Nc1nc(N)c2cc(Sc3ccc4ccccc4c3)ccc2n1	-51*	-82%[inhibitor]	-16%	1%	-0.8	0%	-11%	1%
Cc1ccc(-n2nc3c(N4CCC(C(=O)NCCc5ccco5)CC4)nnc(C)c3c2C)cc1	-10	-6%	31%	-9%	-4.2	-15%	18%	2%
COC(=O)c1cc(C(=O)OC)cc(N2C(=O)CC(NNC(=O)c3ccc(C)cc3)C2=O)c1 (stereo not drawn)	-9	3%	40%	-9%	-1.4	-7%	-1%	-5%
NS(=O)(=O)c1ccc(N=Cc2ccc(Br)s2)cc1	-6	-4%	.	-10%	4.7	5%	2%	6%
CCOC(=O)CNC(=O)c1cc(OC)cc(OC)c1	2	0%	30%	-5%	2.0	9%	19%	5%
Cc1ccc(-n2nnnc2SCCNS(=O)(=O)c2ccccc2)cc1C	.	-14%	1%	-6%	-1.8	-26%	13%	22%
Cc1ccc(OCCn2c(=O)n(C)c3ccccc32)cc1	-2	-8%	13%	3%	2.0	2%	-7%	-3%
CCOC(=O)NC(NC(=S)Nc1ccc(OCC)cc1)C(Cl)(Cl)Cl (stereo not drawn)	2	9%	.	-15%	-2.0	-2%	-4%	-3%
Cc1c2c(c(C)n1C)C(C(=O)NC1CCCCC1)N(Cc1ccccc1)C2=O (stereo not drawn)	3	-19%	9%	-19%	0.0	7%	-13%	-4%
O=C(OCc1ccc(F)cc1Cl)c1ccccn1	.	4%	11%	-2%	-0.1	10%	6%	-2%
Cc1cc(C)n(CC2CC(=O)N(c3ccccc3)C2=O)n1 (stereo not drawn)	-2	-2%	3%	-13%	0.9	5%	2%	-11%
COc1cc([N+](=O)[O-])ccc1NC(=O)C[n+]1cccc(C(C)=O)c1	-4	-12%	23%	?	-0.4	-10%	9%	1%
Cc1noc(C)c1C(=O)NCCCN1CCCC1=O	.	-10%	-2%	-10%	-2.5	11%	9%	3%
CCOC(=O)c1c(C)n(CCOc2ccccc2)c2ccc(O)cc12	3	-13%	11%	1%	-4.5	-14%	-21%	10%
N#Cc1ccsc1NC(=O)C1CC(=O)N(Cc2ccccc2)C1 (stereo not drawn)	2	5%	8%	-4%	1.8	-2%	-2%	-3%
CCOC(=O)c1c(NC(=O)Nc2ccc(C)cc2)sc2c1CCN(C)C2	-7	-62%[inhibitor]	10%	10%	28	0%	7%	4%
COC(=O)Cc1cccc2c(=O)c3ccccc3oc12	-4	-1%	-14%	-2%	-0.5	-4%	-17%	0%
